# FN deposit inh: fibronectin deposition inhibition. inhibition, % at 12.6 µM. 0.086% of 350,000 active. AH1F fibroblasts, Alexa488-fibronectin deposition fluorescence, overnight;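 active means mean inhibition across replicates of 30% or more, regardless of how many single replicates reach that level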;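 further: positive control wells lacked labelled fibronectin entirely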
#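 Material: AH1F fibroblast monolayer depositing Alexa488-labelled fibronectin into matrix | Input: 10000 AH1F cells/well | Medium: DMEM plus 2% serum, read in PBS | Reagent: Alexa488-fibronectin, 24 nM final in well | Compound dosing: One dose per compound, pinned | Schedule: 1 h adhesion, overnight exposure | Measured by: Fluorescence at 485 nm excitation, 525 nm emission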
# LGR2 antag: Drosophila LGR2 receptor signaling inhibition; inhibition, % at 9.99 µM; HEK293 LGR2, CRE-luciferase, bursicon-stimulated, 4 h; AID 720647; 0.35% of 380,000 active;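 active means drop in luminescence signal, shown as inhibition above about 50% in the replicate tests, limit read from the data, passing the limit was not always enough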;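 further: agonist challenge used bursicon conditioned medium at about half maximal strength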
# SIRT5 inh: blocks human SIRT5 desuccinylation of peptide; 1.1% of 330,000 active; Purified SirT5, succinyl-peptide AMC, trypsin-coupled fluorescence; inhibition, % at 15 µM; Q9NXA8; in the data active means inhibition above about 15%
# Target sequence (Q9NXA8 whole entry, looked up): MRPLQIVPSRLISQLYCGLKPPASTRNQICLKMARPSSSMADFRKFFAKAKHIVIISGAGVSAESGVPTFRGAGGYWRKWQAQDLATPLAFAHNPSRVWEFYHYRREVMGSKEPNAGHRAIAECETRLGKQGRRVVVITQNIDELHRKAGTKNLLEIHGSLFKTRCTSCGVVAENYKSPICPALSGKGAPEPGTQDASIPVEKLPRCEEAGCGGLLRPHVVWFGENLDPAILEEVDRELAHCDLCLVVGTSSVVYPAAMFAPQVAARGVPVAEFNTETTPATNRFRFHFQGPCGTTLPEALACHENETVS
# esBAF inh: inhibitors of esBAF chromatin remodeling in mouse ES cells. Bmi1-luciferase knock-in reporter, 24 h; 100% = twice the neutral-well signal. reporter increase, % at 12.5 µM. 2% of 350,000 active. AID 602393; in the data active means activation above about 40%;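 further: 0% = median of the plate's neutral control wells and 100% = double that signal; a rise in the Bmi1 reporter signal indicates esBAF inhibition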
# Casp6 inh: inhibitors of human caspase-6. purified caspase-6, Z-VEID-R110 cleavage fluorescence. inhibition, % at 12.5 µM. AID 686996. P55212. 0.53% of 350,000 active;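 active means mean inhibition across replicates at least about 35%, with every replicate also reaching that limit, limit read from the data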;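 further: 0% = median of neutral control wells and 100% = no fluorescence left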
# Target sequence (P55212 24-179 limits assumed): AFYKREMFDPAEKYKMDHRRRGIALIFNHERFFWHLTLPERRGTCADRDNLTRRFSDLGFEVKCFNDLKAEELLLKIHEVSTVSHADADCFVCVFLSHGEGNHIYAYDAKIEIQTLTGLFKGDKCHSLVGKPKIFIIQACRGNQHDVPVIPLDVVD
# Target sequence (P55212 194-293 limits assumed): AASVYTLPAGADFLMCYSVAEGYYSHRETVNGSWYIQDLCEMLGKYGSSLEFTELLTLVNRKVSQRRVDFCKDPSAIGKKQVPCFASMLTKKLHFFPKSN
# Statin myotox sup: suppressors of simvastatin-induced myotoxicity in C2C12 myotubes. ATP luminescence, 48 h; scaled: DMSO 0, geranylgeraniol control 100. rescue of ATP level, % at 7.49 µM. 0.78% of 330,000 active. AID 602340;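 active means mean ATP rescue above about 67%, or every replicate alone reaching that limit, limit read from the data, passing the limit was not always enough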;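 further: myotubes were challenged with 10 µM simvastatin during compound exposure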
# S100A4 MyoIIA: blocks human S100A4 binding to myosin IIA peptide | 0.14% of 360,000 active | AID 652163 | P26447 | inhibition, % at 10.7 µM | S100A4/TAMRA-MyoIIA peptide fluorescence polarization;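 active means mean inhibition of at least 70% across replicates, with every replicate also reaching that level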
# Target sequence (P26447 whole entry, looked up): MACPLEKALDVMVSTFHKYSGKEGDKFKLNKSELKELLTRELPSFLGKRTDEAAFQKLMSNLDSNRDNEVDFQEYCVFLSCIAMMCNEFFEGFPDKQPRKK
#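 Compound dosing: one dose per compound; test system: human S100A4 monomer with TAMRA-labelled myosin IIA peptide; probe or stimulus: TAMRA-labelled myosin IIA heavy-chain peptide probe, 5 nM; medium: HEPES buffer with Ca2+, pH 7.2; schedule: 5 min incubation before reading; benchmarks: neutral control DMSO, positive control TFP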
# * hit, by the source's call; nt = not tested or not shown; & = joins results of further samples.
no.	SMILES	FN deposit inh	LGR2 antag	SIRT5 inh	esBAF inh	Casp6 inh	Statin myotox sup	S100A4 MyoIIA
1	COC(=O)C[C@H]1C[C@H]2c3cc(NC(=O)Cc4ccncc4)ccc3O[C@H]2[C@H](CO)O1	2.2	-3.4	0.4	4.9	3.0	3.7	0.6
2	C/C(CC(=O)Nc1ccc2c(c1)OCCO2)=N\NC(=O)COc1ccccc1C	-9.1	16.9	-1.4	-6.9	2.7	6.5	-3.6
3	Cc1cc(C)c(NC(=O)CNC(=O)COC(=O)/C=C/c2cccs2)c(C)c1	5.2	-9.6	-0.4	-4.2	-3.3	-6.1	83.8*
4	O=C(c1ccc(Br)cc1)N1CCN(c2ncccn2)CC1	-11.6	-0.3	-2.5	-1.4	-2.1	-1.5	-1.4
5	O=C(NCc1ccc2c(c1)OCO2)c1ccc(C2SCC(=O)N2Cc2ccco2)cc1 (stereo not drawn)	3.2	nt	nt	5.0	nt	-24.9	nt
6	C[C@H](CO)N1C[C@H](C)[C@@H](CN(C)Cc2ccccc2)Oc2cc(C#CC(C)(C)O)ccc2S1(=O)=O	-2.8	-2.1	8.5	-0.7	-0.7	-87.2	-2.6
7	COc1ccc2c(c1)[C@H]1[C@H](CO2)[C@H](c2ccccc2)[C@]2(C)C(=O)Nc3ccc(Br)cc3C(=O)N12	8.1	-6.2	nt	-1.9	-0.1	0.2	-1.9
8	COc1ccc2oc(=N)c(C(=O)Nc3ccccc3Cl)cc2c1	-2.5	-32.0	0.4	56.4*	2.3	-40.8	3.2
9	Nc1cc(N)nc(SCC(=O)NNC(=O)Cc2ccccc2)n1	-1.5	3.5	-4.8	nt	-2.0	nt	-0.9
10	Cc1ccc(S(=O)(=O)N[C@@H]2CC[C@H](CCNS(=O)(=O)Cc3ccccc3)O[C@@H]2CO)cc1	6.0	9.1	-1.8	6.7	2.4	-3.0	4.5
11	C/C(CC(=O)Nc1ccc2c(c1)OCCO2)=N\NC(=O)Cc1ccccc1	2.4	-6.7	-0.5	6.4	4.3	1.4	-7.2
12	Cc1noc(C)c1NC(=O)Nc1cccc2c1O[C@H](CN(C)S(=O)(=O)c1cccs1)[C@H](C)CN([C@@H](C)CO)C2=O	-15.7	20.4	-1.4	-3.3	-0.4	-26.2	6.1

# Continued (4 carried over from the part before).
no.	SMILES	FN deposit inh	LGR2 antag	SIRT5 inh	esBAF inh	Casp6 inh	Statin myotox sup	S100A4 MyoIIA
9	Nc1cc(N)nc(SCC(=O)NNC(=O)Cc2ccccc2)n1	-1.5	3.5	-4.8	nt	-2.0	nt	-0.9
10	Cc1ccc(S(=O)(=O)N[C@@H]2CC[C@H](CCNS(=O)(=O)Cc3ccccc3)O[C@@H]2CO)cc1	6.0	9.1	-1.8	6.7	2.4	-3.0	4.5
11	C/C(CC(=O)Nc1ccc2c(c1)OCCO2)=N\NC(=O)Cc1ccccc1	2.4	-6.7	-0.5	6.4	4.3	1.4	-7.2
12	Cc1noc(C)c1NC(=O)Nc1cccc2c1O[C@H](CN(C)S(=O)(=O)c1cccs1)[C@H](C)CN([C@@H](C)CO)C2=O	-15.7	20.4	-1.4	-3.3	-0.4	-26.2	6.1
13	CCCNC(=O)N1CC2(C1)[C@H](c1ccccc1)[C@@H](CO)N2C(=O)c1cccnc1	-10.3	9.9	-4.0	nt	-2.1	nt	-8.1
14	COc1ccc(-c2oc3ccccc3c(=O)c2OCC(=O)O)cc1	-12.1	4.2	1.0	-3.0	2.6	-5.8	2.0
15	COc1ccc(NC(=O)CN(C)CC(=O)Nc2cccc3ccccc23)c(OC)c1	1.2	9.5	5.3	-2.0	5.0	6.9	0.7
16	O=C(NC1CCCCC1)c1ccc(-n2cncn2)c([N+](=O)[O-])c1	-4.2	5.8	-3.9	-2.9	1.0	-0.2	-13.8
17	Nc1cccnc1-n1nc(C(F)(F)F)cc1C(F)(F)F	3.0	-13.0	8.1	-5.7	-1.4	3.1	-0.7
18	COCC(=O)N1CCC(Oc2ccc(C(=O)N3CCCCCC3)cc2)CC1	4.1	-16.9	1.5	-1.6	-3.4	7.0	-1.1
19	CCOC(=O)N1CCN(C(=O)C[C@H]2C[C@@]3(C(=O)OC)C(=C[C@H](C(C)C)O[C@@H]3C3CC3)N(Cc3ccccc3)C2=O)CC1	-3.6	6.0	nt	nt	-3.8	nt	23.2
20	Cc1cccc(N2CCN(Cc3nc(-c4ccc(F)cc4F)oc3C)CC2)n1	2.0	-1.4	-1.8	7.6	nt	-1.6	-1.6
21	COc1ccccc1NS(=O)(=O)c1ccc(NC(=O)c2nc3nc(C)cc(C(F)F)n3n2)cc1	0.4	-1.2	nt	4.2	nt	-6.1	nt
22	CC(=O)Nc1ccc(Oc2ccc(S(=O)(=O)N3CCCC3)cn2)cc1	nt	13.8	-10.8	-2.9	1.5	-2.3	-3.3
23	CN(C)Cc1c(C(=O)N/N=C/c2cccc3ccccc23)nnn1-c1nonc1N	1.2	-11.6	-2.5	nt	-2.0	nt	-1.2
24	C[C@@H]1CN([C@H](C)CO)C(=O)c2cc(C#CCN(C)C)cnc2O[C@H]1CN(C)Cc1ccc(C(=O)O)cc1	-6.4	-2.1	0.0	-4.5	26.6	22.6	2.9
25	O=C(CCN1C(=O)C2CC=CCC2C1=O)Nc1cc(C(F)(F)F)ccc1N1CCCC1 (stereo not drawn)	-7.5	-10.6	-3.2	6.7	3.5	9.8	-21.1
26	Cc1ccccc1NC(=O)Nc1ccccn1	9.6	nt	-1.9	19.9	1.9	3.8	29.2
27	COc1ccc(OC)c(S(=O)(=O)NCC(=O)O)c1	4.8	-4.0	-5.5	-4.8	0.5	-1.2	-0.4
28	Cc1ccc(S(=O)(=O)NCC[C@@H]2CC[C@H](NC(=O)c3cnccn3)[C@H](CO)O2)cc1	nt	-0.7	2.4	-0.5	-1.6	-32.6	0.0
29	CCCNC(=O)C1(C)CCN(Cc2noc(-c3ccccc3OC)n2)C1 (stereo not drawn)	-1.8	-16.5	-1.7	9.0	-3.7	-1.6	-1.9
30	O=S(=O)(c1cccc(C(F)(F)F)c1)N(CCCN1CCOCC1)Cc1cccs1	3.7	16.8	-1.3	-3.9&-12.1	-2.6	23.2&-6.8	-7.3
31	Cc1cccnc1C(NC(=O)C1CCN(Cc2cn(C)c3ccccc23)CC1)c1ccc(Cl)cc1 (stereo not drawn)	0.6	9.8	1.9	-87.0	0.6	-232.9	0.0
32	C[C@H](NC(=O)C[C@H]1C=C[C@@H](NC(=O)Cc2ccccn2)[C@@H](CO)O1)c1ccccc1	-23.4	0.5	-0.3	-0.6	4.0	-1.3	5.4
33	CCOc1cc(C(=O)CCC(=O)OCC(=O)Nc2ccc(F)cc2)ccc1O	nt	-12.1	0.1	-9.7	-1.3	-9.8	-3.5
34	Cc1cccc(C)c1OCCCCN1CCNCC1	-3.0	-6.5	3.9	-13.7	-3.7	6.5	-2.4
35	CC(C)CCNc1nc2ccccc2nc1NS(=O)(=O)c1cccs1	-3.9	-9.8	-3.8	-7.2	-2.8	-4.6	-11.4
36	Cc1noc(C)c1S(=O)(=O)Nc1ccc2c(c1)CC(=O)N([C@@H](C)CO)C[C@H](C)[C@@H](CN(C)Cc1ccc(C(=O)O)cc1)O2	nt	-9.3	0.7	1.6	-0.7	34.4	-39.2
37	O=C(CCS(=O)(=O)c1ccc(F)cc1)Nc1nc(-c2ccncc2)cs1	-6.0	-12.0	-1.6	2.1	nt	9.8	-10.5
38	COc1cc(C2C(C#N)=C(N)OC3=C2C(=O)CC(C)(C)C3)ccc1OC(=O)N1CCOCC1 (stereo not drawn)	nt	3.3	3.0	-0.6	0.9	14.7	-5.6
39	CC(C)CC#Cc1ccc2c(c1)O[C@@H](CN(C)C(=O)NC(C)C)[C@@H](C)CN([C@@H](C)CO)S2(=O)=O	nt	-7.0	6.7	5.0	-0.9	1.6	-1.3
40	CO[C@@H]1CN(C)C(=O)c2cc(NC(=O)C3CCC3)ccc2OC[C@H](C)N(Cc2ccc(F)cc2)C[C@@H]1C	-6.0	-15.0	8.1	6.8	-1.4	11.9	0.2
41	CCOCCCNC(=O)C(c1ccccc1)N(Cc1cccs1)C(=O)CNC(=O)c1ccccc1 (stereo not drawn)	-5.7	12.2	9.6	-1.1	0.1	6.0	-1.7
42	COC(=O)c1sccc1NC(=O)C1CC=CCC1C(=O)O (stereo not drawn)	2.6	nt	nt	-1.1	nt	1.0	nt
43	CO[C@@H]1CN(C)C(=O)c2ccc(NS(=O)(=O)c3ccccc3C)cc2OC[C@@H](C)NC[C@@H]1C	5.1	13.2	5.3	2.5	nt	10.6	-8.7
44	NC(=O)C1c2ccccc2Oc2ccccc21	5.5	7.0	-1.6	-9.4	2.5	9.5	-2.8
45	O=C(Nc1cccc(-c2cn3ccccc3n2)c1)C1CC1	13.7	-17.5	-3.8	38.1	0.8	-11.8	9.9
46	CC(=O)c1c(C)[n+]([O-])c2ccc3c(non3O)c12	9.1	4.0	0.5	nt	18.9	nt	-9.2
47	CC1CC(C)(C)CC2(C1)NC(=O)N(CC(=O)NCCc1c[nH]c3ccccc13)C2=O (stereo not drawn)	-5.8	12.1	nt	-5.4	nt	18.6	nt
48	COc1cc(NC(=O)CSc2nc3[nH]c(=O)cc(O)c3s2)cc(OC)c1OC	3.1	12.1	-1.2	-1.9	7.5	6.5	-4.0
49	O=C(c1cccs1)c1ccccc1Cc1cccs1	13.0	-19.6	-2.2	nt	-1.2	2.0	-1.5
50	COc1ccc(NC(=O)CCc2nc3ccccc3[nH]2)cc1	-2.5	-18.2	12.3	5.5	7.4	-4.7	2.0
51	COC(=O)C1=CN(c2cccc(OCc3ccccc3)c2)C(N)=C(C#N)C1c1ccc(-c2ccccc2)cc1 (stereo not drawn)	nt	-9.6	3.2	nt	-2.2	nt	28.4
52	Cc1cccc(C(=O)N/N=C/c2ccc3c(c2)OCO3)n1	6.9	nt	nt	3.9	nt	-3.1	nt
53	Cc1noc(C)c1C(=O)N1CCN(CCc2ccccc2)CC1	-2.3	-2.0	nt	0.0	nt	3.0	nt
54	COc1ccc(-n2c(=O)c3ccccc3n(CC(=O)OCc3ccccc3)c2=O)cc1OC	7.2	2.1	-10.8	-3.6	0.1	-7.0	5.2
55	O=C(CC(=O)c1cccnc1)c1ccccc1	14.0	-38.6	1.3	4.7	-3.0	-6.9	-1.1
56	C[C@@H]1CN([C@H](C)CO)C(=O)CCCn2cc(nn2)CO[C@@H]1CN(C)C	12.1	2.9	-4.4	0.0	-4.0	-3.4	5.7
57	CC(=O)/C=C\c1ccc(OC(=O)c2cccnc2)cc1	-1.0	4.5	4.9	0.5	1.1	-4.9	-20.1
58	COc1ccc(CN2CCNC(=O)C2CC(=O)N(C)Cc2nonc2C)c(F)c1 (stereo not drawn)	-1.9	-17.4	-0.9	-3.9	0.8	10.1	-1.0
59	COc1ccc2nc(Nc3ccc4c(c3)OCO4)sc2c1	-1.4	nt	nt	38.2	nt	-85.8	nt
60	Cc1noc(C)c1S(=O)(=O)Nc1cccc2c1O[C@H](CN(C)C(=O)NC1CCCCC1)[C@H](C)CN([C@H](C)CO)C2=O	2.5	-17.7	7.8	-3.0	1.1	3.3	-33.3
61	CC(=O)Nc1ccc(-c2csc(NC(=O)Cc3ccccc3F)n2)cc1	-8.0	-18.6	5.2	14.6	-2.1	-33.2	-0.7
62	CN(c1ccc(OCC(=O)OCC(=O)Nc2ccccc2)cc1)S(=O)(=O)c1cccs1	2.5	-2.0	nt	nt	0.4	nt	-1.1
63	O=C(NCc1ccc2c(c1)OCO2)C1CCCN1C(=O)Nc1ccccc1 (stereo not drawn)	nt	19.5	-2.7	-0.1	-1.2	14.5	2.7
64	COc1ccccc1NC(=O)c1cc(S(=O)(=O)N2CCCC2)cn1C	2.1	6.6	-0.9	-4.4	-0.3	12.3	-2.8

# Screens deposited in PubChem by Broad Institute.

# The list is partial; rates above refer to the full screens.
